Bioassay records from PubChem.
M5 PAM = CHRM5 positive allosteric modulation. P08912. CHO-K1 hM5, Fluo-8 calcium, ACh EC20 PAM; 0% = ACh EC20, 100% = ACh EC100. activation, % at 3 µM. hit rate 0.3% among 360,000;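 active = activation above the run cutoff, the mean activation of all test compounds plus 3 SD, cut at about 18% in these data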
Target sequence (P08912 whole entry, looked up): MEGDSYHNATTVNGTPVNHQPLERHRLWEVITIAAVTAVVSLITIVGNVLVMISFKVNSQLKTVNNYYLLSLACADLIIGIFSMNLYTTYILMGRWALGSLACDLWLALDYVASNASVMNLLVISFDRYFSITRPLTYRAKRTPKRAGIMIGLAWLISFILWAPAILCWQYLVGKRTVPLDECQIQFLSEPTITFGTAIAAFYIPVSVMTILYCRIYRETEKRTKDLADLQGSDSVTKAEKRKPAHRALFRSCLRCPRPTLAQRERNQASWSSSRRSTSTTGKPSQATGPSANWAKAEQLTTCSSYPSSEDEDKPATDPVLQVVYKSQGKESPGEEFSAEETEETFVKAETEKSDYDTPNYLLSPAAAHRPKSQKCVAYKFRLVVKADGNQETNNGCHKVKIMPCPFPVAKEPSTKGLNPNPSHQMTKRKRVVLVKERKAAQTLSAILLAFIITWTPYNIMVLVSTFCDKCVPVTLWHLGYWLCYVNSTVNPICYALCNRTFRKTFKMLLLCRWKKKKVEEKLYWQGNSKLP
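System: CHO-K1 hM5 cells. Reagent: acetylcholine, EC20 level. Compound dosing: single dose, 3 µM nominal final test concentration. Timing: Post-acetylcholine fluorescence recording 140 s. Detection: Fluo-8 calcium fluorescence. Read-out: % activation, ACh-normalized. Benchmarks: ACh EC20 and EC100 wells. Repeats: singlicate, one well per test compound.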
CHO-K1 Ca PAM = M1 PAM counterscreen hit in parental CHO-K1 cells; ATP EC20, Fluo-8 calcium fluorescence; 0% at ATP EC20, 100% at ATP max; activation, % at 3 µM; hit rate 0.02% among 360,000; AID 602247;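 active = activation above the run cutoff, the mean activation of all test compounds plus 3 SD, cut at about 40% in these data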;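 note: peak over basal fluorescence ratio in a 140 s read after ATP addition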
M4 PAM = potentiates acetylcholine response at human M4 receptor | CHO-K1 hM4/Gqi5, Fluo-8 calcium fluorescence, ACh EC20; 0% = ACh EC20, 100% = maximal ACh | AID 624126 | activation, % at 3 µM | P08173 | hit rate 0.4% among 360,000;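 active = activation above its plate's cutoff, the mean activation of sample wells plus 3 SD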; note: some results filed as inactive read as strong as hits
TAAR1 antag = human TAAR1 antagonism. Q96RJ0. CHO RD-HGA16 TAAR1, Fluo-8 calcium fluorescence, antagonist. inhibition, % at 3 µM. hit rate 1.5% among 360,000;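 active = inhibition above a per-plate cutoff, the mean inhibition of test compounds on that plate plus 3 SD, cut at about 49% in these data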;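 note: 0% = DMSO plus EC80 beta-PEA response and 100% = DMSO alone without agonist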
Target sequence (Q96RJ0 whole entry, looked up): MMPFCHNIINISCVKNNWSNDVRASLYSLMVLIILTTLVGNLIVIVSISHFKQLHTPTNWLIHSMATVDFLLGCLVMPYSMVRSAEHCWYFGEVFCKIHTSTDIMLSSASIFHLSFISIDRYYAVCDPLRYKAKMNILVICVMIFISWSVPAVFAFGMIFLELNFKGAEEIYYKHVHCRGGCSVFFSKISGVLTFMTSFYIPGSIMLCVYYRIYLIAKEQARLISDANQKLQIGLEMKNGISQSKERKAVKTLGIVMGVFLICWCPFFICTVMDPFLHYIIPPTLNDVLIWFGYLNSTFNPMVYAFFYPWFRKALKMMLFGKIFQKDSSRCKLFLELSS
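Test system: RD-HGA16 CHO cells with stable hTAAR1 and Gα16 / Probe or stimulus: EC80 β-phenethylamine stimulus / Times: seeding 17-24 h prior, 75-min 37 °C, 30-min RT dye loading / Detection: Fluo-8 calcium-sensitive fluorescence / Read-out basis: % inhibition scaled between DMSO and EC80 PEA controls / Repeats: singlicate, one well per test compound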
CRFBP-R2 block = antagonists of CRF-binding protein/CRF-R2 receptor complex; HEK293 CRF-R2/CRF-BP, CRF-induced calcium fluorescence; inhibition, % at 11.8 µM; hit rate 0.59% among 350,000;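 active = inhibition of the ligand-induced calcium signal above about 50% at the single tested concentration, limit read from the data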
CRFBP-R2 agonist = CRF-BP/CRF-R2 complex agonism | HEK293 CRF-R2/CRF-BP, calcium dye fluorescence (FLIPR); percent of saturating CRF peptide response | activation, % at 13.2 µM | hit rate 0.46% among 350,000 | AID 588473;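 active = activation of at least 50%, plus an integration ratio under a set limit after plate pattern correction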;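 note: plate controls were neutral control wells without compound for no effect and CRF at EC100 for full effect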
CHRM5 antagonist = CHRM5 antagonism in calcium assay; hit rate 0.59% among 360,000; inhibition, % at 3 µM; P08912; CHO-hM5 cells, Fluo-8 calcium fluorescence, ACh EC80; AID 624040;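 active = inhibition above a per-plate cutoff, the mean of that plate's test compounds plus 3 SD, cut at about 27% in these data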;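 note: 0% = acetylcholine EC80 with DMSO and 100% = DMSO without agonist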
TAAR1 ag = human TAAR1 agonism. Q96RJ0. CHO RD-HGA16 TAAR1, Fluo-8 calcium fluorescence; vehicle wells 0%, saturating PEA agonist 100%. activation, % at 3 µM. hit rate 0.99% among 360,000. AID 624467;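 active = activation above the mean activation of all test compounds in the run plus 3 SD, cut at about 38% in these data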
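System: CHO-derived RD-HGA16 cells with stable Gα16 and human TAAR1. Times: 17-24 h plating, Fluo-8 75 min 37 °C, 30 min RT. Measured by: calcium-sensitive Fluo-8 signal, excitation 470-495, emission 515-575 nm. Read-out basis: % activation relative to PEA EC100 response. Control set: DMSO and PEA EC100. Repeats: no replicates (n 1).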
CHRM5 agonist = agonists of human muscarinic M5 receptor (CHRM5) | CHO-K1 hM5 cells, Fluo-8 calcium fluorescence; 0% DMSO wells, 100% maximal acetylcholine response | activation, % at 3 µM | hit rate 0.19% among 360,000 | AID 624037;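 active = activation above the run's mean over test compounds plus 3 SD, cut at about 23% in these data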;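 note: signal is peak over basal fluorescence ratio across the kinetic read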
An asterisk follows results filed as active; . = no result given.

1	CCN(CC(=O)NCc1cccs1)C(=O)c1cccc(S(=O)(=O)Nc2cccc(C)c2)c1
2	CCOC(=O)C1(S(=O)(=O)c2ccccc2)CCN(Cc2ccc(Cl)cc2)CC1
3	COc1ccccc1C1CC(=O)Oc2cc(C)c(Cl)c(C)c21 (stereo not given)
4	NNC(=O)CN1C(=O)Nc2ccc(Br)cc2C1c1ccccc1 (stereo not given)
5	O=C(NNC(=O)C1C2C=CC(C2)C1C(=O)O)c1ccccc1O (stereo not given)
6	CCCN(CC(=O)Nc1ccccc1C)C(=O)C1CC(=O)N(c2ccccc2C(C)CC)C1 (stereo not given)
entry no. | 1 | 2 | 3 | 4 | 5 | 6
M5 PAM | -4 | 0 | -4 | -2 | 3 | -8
CHO-K1 Ca PAM | -6 | 21 | -7 | 15 | 7 | 13
M4 PAM | 5 | -4 | -7 | -2 | 5 | 12
TAAR1 antag | 14 | 8 | 21 | -8 | -23 | -20
CRFBP-R2 block | 7 | -9 | -5 | -8 | 24 | 12
CRFBP-R2 agonist | -0.4 | 3.4 | -0.6 | 6.9 | -0.2 | 3.9
CHRM5 antagonist | 9 | 3 | -5 | 5 | -7 | 7
TAAR1 ag | 16 | 3 | 7 | 3 | 9 | 13
CHRM5 agonist | 1 | 0 | -2 | -4 | -2 | 4

7	Cc1cc(NC(=O)CSc2nnc(Cc3ccccc3)o2)no1
8	COc1ccc(N2C(=O)C(Cl)=C(Oc3cccc(OC)c3)C2=O)cc1
9	Cc1ccccc1C(=O)Nc1ccc(Br)c(C)n1
10	CC1(C(=O)Nc2ccc(Cl)c(C(F)(F)F)c2)Cc2c(-c3cccc(C(N)=O)c3)ccnc2O1 (stereo not given)
11	CCOC(=O)N1CCC(NC(=O)c2ccc3c(c2)N(Cc2ccc(C)cc2)CCS3)CC1
12	O=C(CCCc1c[nH]c2ccccc12)Nc1ncccc1O
entry no. | 7 | 8 | 9 | 10 | 11 | 12
M5 PAM | 6 | 7 | 4 | -8 | 2 | -2
CHO-K1 Ca PAM | 15 | -11 | 10 | 3 | -7 | 5
M4 PAM | 4 | 2 | 6 | -1 | 7 | 3
TAAR1 antag | 4 | . | 6 | 22 | 2 | -6
CRFBP-R2 block | -2 | 13 | -2 | . | 43 | -10
CRFBP-R2 agonist | 2.2 | 3.0 | 1.4 | . | -0.6 | -0.7
CHRM5 antagonist | -6 | -10 | 5 | 6 | -2 | 0
TAAR1 ag | 14 | . | -1 | 8 | -2 | 2
CHRM5 agonist | 1 | -1 | -1 | 2 | 0 | -2

13	COc1ccc(N2CC(O)=C(c3nc4ccccc4s3)C2=N)c(OC)c1
14	CC(NC(=O)COC(=O)c1cccnc1Cl)C12CC3CC(CC(C3)C1)C2 (stereo not given)
15	CCOC(=O)c1ccc(N=Nc2c(C)c(C#N)c(O)[nH]c2=O)cc1
16	CCN(C(=O)COC(=O)CCc1ccccc1)c1ccccc1
17	O=C(CCN1C(=O)[C@@H]2Cc3ccccc3CN2C1=O)N[C@H](C(=O)O)c1ccccc1
18	O=C(CN1CCOCC1)Nc1ccccc1C(=O)O
entry no. | 13 | 14 | 15 | 16 | 17 | 18
M5 PAM | 1 | 4 | -2 | 5 | 3 | 2
CHO-K1 Ca PAM | -5 | 1 | 18 | 6 | -7 | 7
M4 PAM | 0 | -2 | -5 | 1 | 1 | -12
TAAR1 antag | 9 | 1 | -4 | -5 | -7 | 14
CRFBP-R2 block | 4 | -7 | 19 | 2 | 1 | 4
CRFBP-R2 agonist | -2.2 | 0.1 | -1.6 | 0.6 | -1.6 | -4.1
CHRM5 antagonist | 2 | 3 | -1 | 1 | -2 | -7
TAAR1 ag | 12 | 4 | 18 | 2 | 5 | -2
CHRM5 agonist | -3 | 4 | -2 | -3 | -3 | 0

19	COc1cc(/C=C2\CCCc3c2nc2ccccc2c3C(=O)O)cc(OC)c1O
20	c1ccc(CSc2ncnc3c2ncn3C2CCCCO2)cc1 (stereo not given)
21	C/C(=N/N1CCN(c2ccccn2)CC1)c1ccc([N+](=O)[O-])cc1
22	CCCCNc1cc(F)nc(N)n1
23	Nc1nc(SCC(=O)Nc2cccc([N+](=O)[O-])c2)n[nH]1
24	COc1cccc(/C=C2\SC(=S)N(CCCC(=O)Nc3cc(C)on3)C2=O)c1
entry no. | 19 | 20 | 21 | 22 | 23 | 24
M5 PAM | 1 | -6 | 6 | -1 | -12 | -1
CHO-K1 Ca PAM | 12 | -2 | 24 | 12 | -11 | 2
M4 PAM | -5 | 4 | 0 | 0 | 11 | 3
TAAR1 antag | 0 | -6 | 11 | -5 | -23 | 5
CRFBP-R2 block | 4 | 2 | 2 | 1 | 4 | -7
CRFBP-R2 agonist | -0.7 | -3.4 | -0.6 | 2.1 | 0.0 | 5.8
CHRM5 antagonist | 1 | 7 | -2 | 1 | 22 | -7
TAAR1 ag | 7 | 2 | 6 | 6 | 1 | -1
CHRM5 agonist | 0 | 5 | -1 | -2 | 0 | -4

25	Cc1occc1-c1nc(-c2ccccn2)no1
26	Cc1ccc(C(O)CSc2nnc(-c3ccc4ccccc4c3)n2C)cc1 (stereo not given)
27	O=C(NCCc1nc2ccccc2[nH]1)C1CCC(=O)N(CCc2cccc(F)c2)C1 (stereo not given)
28	O=C(CSc1ncnc2ccccc12)Nc1ccc2c(c1)OCO2
29	COc1ccc(NC(=O)Nc2cccc3c2O[C@@H](CN(C)CC2CCCCC2)[C@@H](C)CN([C@H](C)CO)C3=O)cc1
30	O=C1CN(C(=O)COC(=O)CCC(=O)c2ccc(Cl)cc2)c2ccccc2N1
entry no. | 25 | 26 | 27 | 28 | 29 | 30
M5 PAM | 0 | -3 | -7 | -2 | -2 | 0
CHO-K1 Ca PAM | 21 | 13 | -20 | 19 | 13 | 12
M4 PAM | 3 | -22 | -2 | 2 | 2 | 0
TAAR1 antag | 7 | 21 | -3 | 0 | -2 | 12
CRFBP-R2 block | 6 | -13 | -1 | 27 | -4 | -7
CRFBP-R2 agonist | -1.7 | -0.5 | -1.4 | 0.2 | -0.9 | 2.9
CHRM5 antagonist | -9 | 4 | 11 | -1 | 13 | 12
TAAR1 ag | 5 | -1 | 0 | 2 | 4 | 6
CHRM5 agonist | -4 | 0 | -5 | 2 | -3 | 4

31	CCCC(c1nnnn1Cc1cccs1)N1CCN(c2nc3ccccc3s2)CC1 (stereo not given)
32	Cc1ccccc1NS(=O)(=O)c1cc2c(cc1C)NC(=O)CO2
33	Cc1ccc(S(=O)(=O)NC(C)C(c2cccs2)N2CCN(C)CC2)cc1 (stereo not given)
34	CN(C(=O)CN(c1ccccc1)S(=O)(=O)c1ccc(F)cc1)C1CCS(=O)(=O)C1 (stereo not given)
35	O=C(C[N+]1(CC#Cc2ccccc2)CCCCC1)c1ccccc1
36	COc1ccccc1NS(=O)(=O)c1cc(N=N/C(C(=O)Nc2ccc(Cl)cc2)=C(/C)O)ccc1C
entry no. | 31 | 32 | 33 | 34 | 35 | 36
M5 PAM | -10 | -13 | 2 | 2 | -13 | -3
CHO-K1 Ca PAM | 20 | 4 | 19 | 2 | -14 | -1
M4 PAM | -17 | -4 | 1 | 13 | -13 | 0
TAAR1 antag | 27 | 5 | -1 | -19 | -6 | 11
CRFBP-R2 block | -15 | -85 | -7 | 15 | 5 | 3
CRFBP-R2 agonist | -1.1 | 60* | -1.3 | 1.8 | -0.3 | 3.0
CHRM5 antagonist | 1 | 8 | 4 | -3 | 5 | 0
TAAR1 ag | 10 | 2 | 6 | 1 | 3 | 1
CHRM5 agonist | -11 | 4 | -7 | -1 | -15 | 2

Single records, as listed above.
`Cc1ccc(S(=O)(=O)NC(C)C(c2cccs2)N2CCN(C)CC2)cc1` (stereo not given) reads M5 PAM = 2; CHO-K1 Ca PAM = 19; M4 PAM = 1; TAAR1 antag = -1; CRFBP-R2 block = -7; CRFBP-R2 agonist = -1.3; CHRM5 antagonist = 4; TAAR1 ag = 6; CHRM5 agonist = -7
`CN(C(=O)CN(c1ccccc1)S(=O)(=O)c1ccc(F)cc1)C1CCS(=O)(=O)C1` (stereo not given) reads M5 PAM = 2; CHO-K1 Ca PAM = 2; M4 PAM = 13; TAAR1 antag = -19; CRFBP-R2 block = 15; CRFBP-R2 agonist = 1.8; CHRM5 antagonist = -3; TAAR1 ag = 1; CHRM5 agonist = -1
`Cc1ccccc1NS(=O)(=O)c1cc2c(cc1C)NC(=O)CO2` reads M5 PAM = -13; CHO-K1 Ca PAM = 4; M4 PAM = -4; TAAR1 antag = 5; CRFBP-R2 block = -85; CRFBP-R2 agonist = 60*; CHRM5 antagonist = 8; TAAR1 ag = 2; CHRM5 agonist = 4

Additional entries.
37	COc1cccc(C(=O)N2CCN(C(=O)Cc3ccccc3)CC2)c1
38	Cc1cc(NC(=O)CSc2nc3cc(C(=O)NCCCOC(C)C)ccc3c(=O)n2Cc2ccco2)no1
39	Cc1cc(C)n(CCC(=O)N2CCc3ccccc32)n1
40	Cc1ccc(C2=NN(C(=O)CN3C(=O)c4ccccc4S3(=O)=O)C(c3ccco3)C2)cc1 (stereo not given)
41	CCOC(=O)c1csc(NC(=O)CSc2nnnn2CC)n1
42	CCN(CC)CCOC(=O)C(Cc1cccc2ccccc12)CC1CCCO1 (stereo not given)
entry no. | 37 | 38 | 39 | 40 | 41 | 42
M5 PAM | 4 | -1 | 2 | 0 | -6 | -4
CHO-K1 Ca PAM | 5 | 4 | -10 | 11 | 15 | -8
M4 PAM | 7 | 2 | -1 | 5 | -5 | -17
TAAR1 antag | 3 | 6 | -4 | 27 | 8 | -13
CRFBP-R2 block | 7 | -3 | 9 | 0 | -19 | 0
CRFBP-R2 agonist | -1.5 | -0.2 | 0.1 | 2.6 | 12 | -1.1
CHRM5 antagonist | -3 | 2 | -3 | 6 | 2 | 1
TAAR1 ag | 6 | -1 | 1 | 4 | 21 | 4
CHRM5 agonist | 1 | -1 | -4 | -2 | -4 | -6

43	COC(=O)c1ccccc1NC(=O)CCS(=O)(=O)c1ccc(Br)cc1
44	Cc1ccc2c(C)c(C(=O)N3CCC(O)(c4ccccc4)CC3)oc2c1C
45	CCc1ccccc1NC(=O)C1CCCN1S(=O)(=O)c1ccc2c(c1)n(C)c(=O)c(=O)n2C (stereo not given)
46	CCOc1nc(NC(C)C)nc(NC(C)C)n1
entry no. | 43 | 44 | 45 | 46
M5 PAM | 1 | 4 | 4 | 1
CHO-K1 Ca PAM | 9 | 12 | -2 | -8
M4 PAM | -4 | 4 | 7 | 9
TAAR1 antag | -2 | -46 | -31 | 6
CRFBP-R2 block | -6 | -17 | 7 | -6
CRFBP-R2 agonist | 0.5 | 0.0 | -0.3 | -1.3
CHRM5 antagonist | -5 | 3 | -5 | -3
TAAR1 ag | 13 | -2 | 4 | -1
CHRM5 agonist | 3 | 0 | -7 | -1
